# Assay outcomes (PubChem BioAssay)
# FXIIa single = human FXIIa protease inhibitors, primary screen, biochemical, single well; purified human FXIIa, AMC substrate fluorescence, 2 h; inhibition, % at 10 µM; actives 0.2% (n = 33,000); AID 701, 2007; in the data active means inhibition above about 30%;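 further: 0% = enzyme with vehicle only and 100% = no enzyme blank; many of its hits are not listed in these tables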
# Target sequence (P00748 20-372 limits assumed): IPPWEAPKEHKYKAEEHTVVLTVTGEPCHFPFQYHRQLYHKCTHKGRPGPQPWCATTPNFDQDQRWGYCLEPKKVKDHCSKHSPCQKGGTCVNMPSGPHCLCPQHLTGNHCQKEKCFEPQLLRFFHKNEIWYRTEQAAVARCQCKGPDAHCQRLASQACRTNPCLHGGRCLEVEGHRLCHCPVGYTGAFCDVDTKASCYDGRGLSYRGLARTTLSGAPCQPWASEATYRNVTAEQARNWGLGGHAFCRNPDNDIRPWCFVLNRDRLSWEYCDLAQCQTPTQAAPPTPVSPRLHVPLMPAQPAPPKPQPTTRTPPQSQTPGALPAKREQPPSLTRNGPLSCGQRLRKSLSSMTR
# Target sequence (P00748 373-615 limits assumed): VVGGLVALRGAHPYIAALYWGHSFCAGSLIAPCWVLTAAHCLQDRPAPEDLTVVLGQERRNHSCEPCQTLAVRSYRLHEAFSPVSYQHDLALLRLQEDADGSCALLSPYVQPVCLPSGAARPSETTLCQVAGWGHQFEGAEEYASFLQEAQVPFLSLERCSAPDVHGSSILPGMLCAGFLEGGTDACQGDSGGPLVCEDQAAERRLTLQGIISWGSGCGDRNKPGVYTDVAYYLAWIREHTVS
# FXIa single inh = human FXIa protease inhibitors, primary screen, biochemical, single compound per well | AID 687, 2007 | purified human FXIa, fluorogenic AMC substrate cleavage | actives 0.3% (n = 33,000) | Coagulation factor XI (Homo sapiens), P03951 | inhibition, % at 10 µM;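 active means inhibition above 40% in the primary screen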;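 further: 0% = enzyme without compound and 100% = blank wells lacking enzyme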
# Starred values were filed as active, the others as inactive.
SMILES,FXIIa single,FXIa single inh
N#Cc1nc(-c2cccc3ccccc23)oc1NCCN1CCCCC1,-26,-17
CNC(=O)Cn1nc(C)c2ccccc2c1=O,-12,1
CC(C)c1cc(N2CCN(C(=O)c3ccco3)CC2)n2c(nc3ccccc32)c1C#N,6,3
Cc1ccc(C(=O)Nc2ccncc2)o1,3,-5
COC(=O)Cc1cc(=O)[nH]c(/N=C(\N)Nc2ccccc2C)n1,4,-1
Cc1cc(C)n(C(=O)c2cc3c(s2)CCCC3)n1,1,-16
CCOC(=O)c1sc(-c2ccccc2)cc1N,6,0
COc1cc(C)c(Cl)c(C)c1S(=O)(=O)NCc1cccnc1,3,15
CC(OC(=O)c1cc2sccc2n1C)C(=O)NCc1ccco1 (stereo unspecified),4,-4
OC[C@H]1O[C@@H](n2cnc3c(Nc4ccccc4)ncnc32)[C@H](O)[C@@H]1O,0,0
O=C(C1CCCCC1)N1CC(=O)N2CCc3ccccc3C2C1 (stereo unspecified),5,7
CCn1c(SCC(=O)Nc2nc(C)c(C)s2)nc2cccnc21,6,0
O=S(=O)(Nc1ccccc1N1CCCCC1)c1ccc(Cl)s1,-4,-1
COc1ccc(OC)c(NC(=O)Cn2c(CCC(=O)O)ccc2-c2cccs2)c1,4,4
CCC(Sc1nc(C)cc(=O)[nH]1)C(=O)Nc1nc(-c2ccccc2)cs1 (stereo unspecified),2,15
CC(=O)Nc1nonc1-c1nc2ccccc2n1CC1CC1,5,-4
Cc1ccccc1NC1c2ccccc2C(=O)N1Cc1ccco1 (stereo unspecified),3,7
Cc1ccc(-n2c(C(C)n3nc(C)c([N+](=O)[O-])c3C)n[nH]c2=S)cc1 (stereo unspecified),4,-3
CCSC(=O)NC12CC3CC(CC(C3)C1)C2,2,-2
COC(=O)c1ccc(Oc2nc3ccccc3n3c(C)nnc23)cc1,8,-2
CCc1nc(SCC(=O)N2CCCc3ccccc32)c2oc3ccccc3c2n1,2,-5
COCCNC(=O)CSc1nc2cc3c(cc2c(=O)n1Cc1ccco1)OCO3,6,-2
CCOC(=O)c1cnc(SCC(=O)Nc2ccc(N3CCOCC3)cc2)nc1N,9,-6
Cc1sc2nc(C)n(/N=C/c3ccccc3)c(=O)c2c1C,9,-3
O=C(O)CCSc1nnc(-c2cccnc2)n1-c1ccccc1,-2,-6
COc1ccc(N2CC(O)=C(c3nc(C)cs3)C2=N)cc1,6,-1
COc1ccccc1Nc1nc(C)cs1,2,-8
Clc1c(CSc2nc3ccccc3o2)nc2sccn12,1,1
O=C(COC(=O)COc1ccccc1)Nc1ccccc1OC(F)F,12,0
Nc1cc(=O)[nH]c(SCc2ccc(Cl)cc2)n1,3,-11
CC(C)(O)C(=O)NN(C(=O)c1ccccc1)c1ccc2ccccc2c1,7,5
COc1ccc(C2=NOC(C(=O)Nc3cc(C)on3)C2)cc1 (stereo unspecified),2,4
COc1cccc2[nH]c3c(N4CC(C)CC(C)C4)ncnc3c12 (stereo unspecified),6,-1
CCCCCOC(=O)Nc1nnc(CCCCC)s1,4,-7
O=C(NCc1ccccc1)C(c1ccco1)N(C(=O)c1cnccn1)c1ccc(F)cc1 (stereo unspecified),5,-2
COCc1nnc(NC(=O)CC(C)C)s1,3,-7
CCC(=O)Nc1cccc(-c2nc3ccccc3o2)c1,5,0
Cc1ccccc1CSc1nc2n(n1)C(c1cccs1)C1=C(CCCC1=O)N2 (stereo unspecified),6,-4
COc1ccc(C(=O)Nc2oc(-c3ccccc3)c(-c3ccccc3)c2C#N)cc1,5,5
CCCCCC(=O)Nc1ccc(N2CCN(C(=O)c3ccccc3)CC2)cc1,5,6
Cc1ccc(OCCN2C(=O)c3ccccc3C2=O)cc1,4,0
C=CCn1c(COc2ccccc2F)nnc1SCC(=O)Nc1cc2oc3ccccc3c2cc1OC,4,-2
CS(=O)(=O)N(CC(=O)O)c1ccc(Oc2ccccc2)cc1,8,1
Cc1ccc2[nH]c(=O)c(C3C(C#N)=C(N)Oc4c3ccc3cccnc43)cc2c1 (stereo unspecified),10,7
CC(=O)Nc1ccc(OCC(O)Cn2c(C)nc3ccccc32)cc1 (stereo unspecified),-16,12
COC(=O)c1nc(N)sc1-c1ccc(OC)cc1,1,-2
Cc1cccc(N2CCN(C(=O)c3cnn4c(C(F)F)cc(-c5ccccc5)nc34)CC2)c1C,3,3
Clc1ccc(-c2nc(Cc3ccccc3Cl)no2)cc1,0,-1
CCN1CCN(CC(O)COc2ccc(Cl)cc2)CC1 (stereo unspecified),14,4
CCN(CC)CCCN(Cc1cc2cc(OC)c(OC)cc2[nH]c1=O)C(=O)Nc1ccccc1,4,-4
CSc1ccc(-c2nnn(Cc3ccc(Br)cc3)n2)cc1,-15,13
O=C1CC(Nc2ccccc2)C(=O)N1CCc1ccccc1 (stereo unspecified),-5,3
CC(C)(Sc1cc(C(C)(C)C)c(O)c(C(C)(C)C)c1)Sc1cc(C(C)(C)C)c(O)c(C(C)(C)C)c1,4,-2
COCCCNC(=S)NNC(=S)Nc1ccc(F)cc1F,4,3
CCOc1ccc(N2Nc3n[nH]c(N)c3N2)cc1,9,3
Cc1nn2c(-n3ccnc3C)c3c(nc2c1-c1ccccc1)CCC3,9,1
Cc1ccc(C(=O)NNC(=S)Nc2cccc(Cl)c2Cl)cc1[N+](=O)[O-],-3,-4
O=c1oc2c(CN3CCCCC3)c(O)ccc2c2c1CCCC2,-80,-20
CNC(=O)c1ccccc1NC(=O)c1c(O)c2c([nH]c1=O)CCCC2,16,0
O=C(NCC1CCCO1)NC1CCCCC1 (stereo unspecified),4,-2
# Later entries:
SMILES,FXIIa single,FXIa single inh
COc1cc(CNC2CCCCCC2)cc(OC)c1,9,1
COc1ccc(-c2cc(C(F)(F)F)nc(-n3cc(Br)cn3)n2)cc1,-4,-12
CCOc1cc(C2C3=C(CCCC3=O)N(C)C3=C2C(=O)CCC3)cc(Cl)c1O,7,1
Cc1c(C(=O)Nc2ccc(-n3cnnn3)cc2)oc2ccccc12,-14,-1
S=c1[nH]ncn1/N=C/c1cccc(Oc2ccccc2)c1,9,-2
Cc1ccc(C(=O)CCC(=O)CCC(=O)O)cc1,5,-4
CCCCN(CCCC)c1nc2ccccc2nc1NS(=O)(=O)c1ccc(NC(C)=O)cc1,13,2
CCSc1nnc(-c2cnn(-c3ccccc3)c2-n2cccc2)n1C,-10,-10
Cn1c(=O)[nH]c(=O)c2c1ncn2CCN1CCOCC1,3,-2
N#C/C(=C\N1CCOCC1)c1ccccc1,-2,1
O=C(O)CCSc1nc2ccccc2c(=O)[nH]1,1,-3
c1coc(-c2nc(-c3ccncc3)no2)c1,10,3
CCOc1ccc(NC(=O)N2CCC(n3nnc4cc(C)ccc43)CC2)cc1,1,-5
O=c1c2c3n(c(=S)nc2[nH]n1-c1ccccc1)CCCCC3,4,-6
CN(C)C(=O)C(=O)c1cccn1-c1ccccc1C#N,6,-2
COc1ccc(-c2cn(/N=C/c3ccc(Cl)cc3Cl)c(N)n2)cc1,1,-9
c1cnc2ccc(C(c3nnnn3C3CCCCC3)N3CCN(C4CCCCC4)CC3)cc2c1 (stereo unspecified),7,-3
COc1ccc(S(=O)(=O)NCCSc2ccccc2)cc1OC,9,5
CC(=O)Nc1sc2c(c1C#N)CCCC2,6,-1
CSc1nnc(-c2cccc(C)c2)n1N,2,-12
COc1ccc(C2(C(=O)NC3CCCCC3)CCOCC2)cc1OC,-4,-5
CCn1c(CCNC(=O)c2ccc(F)cc2)nc2ccccc21,4,7
Cc1ccc(-c2noc(C3CCN(C(=O)Nc4ccc(C#N)cc4)CC3)n2)o1,5,-8
Cc1ccccc1Cc1c(C)nc2c(C(=O)NCc3ccc4c(c3)OCO4)cnn2c1C,-2,0
CCCCCCCCNc1ncnc2ccccc12,-1,-8
O=S(=O)(N1CCCCCC1)N1CCN(S(=O)(=O)N2CCCCC2)CC1,0,-4
COCCn1nnnc1C(c1cccc(C(F)(F)F)c1)N1CCN(Cc2ccccc2)CC1 (stereo unspecified),-7,-3
CCCCCCCSc1nc(N)cc(=O)[nH]1,-14,31
CN(C)C(=O)c1snnc1-c1ccccc1,5,-9
O=c1c2ccccc2sn1-c1cc(S(=O)(=O)N2CCOCC2)ccc1N1CCCC1,4,-7
COc1ccc(S(=O)(=O)N2Cc3ccccc3CC2C(=O)Nc2nccs2)cc1 (stereo unspecified),6,-11
Clc1ccc2noc(-c3ccccc3)c2c1,12,0
O=C(CSc1c[nH]c2ccccc12)N1CCCc2ccccc21,2,1
CC(C)C12CN3CC(C(C)C)(CN(C1)C3c1ccco1)C2=O (stereo unspecified),0,0
CCOc1ccc2[nH]c(=O)c(CN(CCO)C(=O)c3ccc(OC)c(OC)c3)cc2c1,-18,13
O=S(=O)(N1CCOCC1)N1CCN(c2ccc(F)cc2)CC1,1,-3
O=C(Nc1ccon1)c1cc2c(s1)CCCCCC2,0,-1
COc1ccc(N2CCN(C(=O)C3CCCO3)CC2)cc1 (stereo unspecified),-12,21
O=C(NC1CCCC1)C(c1ccsc1)N(Cc1ccco1)C(=O)Cc1cccs1 (stereo unspecified),4,-6
Cc1ccc2c(c1)/C(=N/O)CCS2,-1,5
CCOc1cccc2cc(C(N)=O)c(=NCc3ccccc3)oc12,-8,52*
CCOC(=O)CSc1nc2ccccc2c(=O)n1-c1ccc(C(=O)NCCOC)cc1,2,5
Cc1ccc(NC(=O)c2cc(NC(=O)C3CC=CCC3C(=O)O)ccc2N2CCOCC2)cc1Cl (stereo unspecified),6,12
O=C(c1cc(=O)[nH]c2ccccc12)N1CCN(S(=O)(=O)c2ccc3ccccc3c2)CC1,3,-10
Cc1nc(Nc2ccncc2)c2oc3ccccc3c2n1,4,5
O=C(O)[C@@H]1CCCC[C@@H]1C(=O)N1CCc2ccccc2C1CN1C(=O)c2ccccc2C1=O (stereo partly specified),7,-5
COc1ccc(C(=O)c2oc3ccccc3c2N)cc1,-14,2
COCCn1nnnc1C(c1ccc(C(F)(F)F)cc1)N1CCOCC1 (stereo unspecified),7,-4
CC(C)NCCCOc1ccc(C(C)(C)c2ccccc2)cc1,4,0
N#CC(c1ccc(O)cc1)N1CCOCC1 (stereo unspecified),3,-3
O=C(Nc1ccc(C(=O)Oc2ccccc2)c(O)c1)c1ccco1,2,-8
O=C(c1ccc2c(=O)n3c(nc2c1)CCCCC3)N1CCN(Cc2ccccc2)CC1,-3,-1
CCCn1c(N)c(C(c2ccc(OC)cc2)N2CCN(c3ccccc3)CC2)c(=O)[nH]c1=O (stereo unspecified),7,8
O=C(CSc1cn(CCNC(=O)c2cccs2)c2ccccc12)NCc1ccccc1,2,5
CCc1nnc(NC(=O)c2cc3c(s2)CCCCC3)s1,14,-6
Cn1cccc1C(=O)NC(=O)COC(=O)CC12CC3CC(CC(C3)C1)C2,5,-14
Cc1ccc(CNC(=O)CCNS(=O)(=O)c2cccc3nonc23)cc1,7,-10
COn1c2c(c3c4nonc4ccc31)CCCC2,-4,-4
c1ccc2c(c1)oc1c(NCC3CCCO3)ncnc12 (stereo unspecified),6,6
Cc1[nH]c(=O)[nH]c(=O)c1NC(=O)CSc1ncccc1-c1nc2ccccc2[nH]1,4,-4
# (continued)
SMILES,FXIIa single,FXIa single inh
Clc1ccc(COn2c(-c3ccc(Cl)cc3Cl)nc3ncccc32)cc1,-13,-11
c1ccc(-c2nccc(-c3ccc(-n4cnc5ccccc54)cc3)n2)cc1,2,4
O=[N+]([O-])c1cccc(/C=C/c2nc(C=Nc3ccccc3)c(O)o2)c1,-16,29
CCOc1ccc(NC(=O)CNC(=O)c2ccc(OC)c(OC)c2)cc1,8,4
CC1(C)CC(=O)C2=C(C1)OC(N)=C(C#N)C21C(=O)N(CN2CCOCC2)c2ccccc21 (stereo unspecified),0,-6
CCOC(=O)C1(C)/C(=N/Nc2ccc(Cl)cc2)C(=O)C(=O)N1c1ccccc1 (stereo unspecified),9,-5
COc1ccccc1C1CC(c2cccs2)=Nc2ccccc2S1 (stereo unspecified),-6,20
CCO/C=C1\C(=O)N(CC)c2ccccc21,3,-1
COc1ccc(CCNc2nc(-c3sc(C)nc3C)cs2)cc1OC,7,1
Cc1ccc(NC(=O)c2ccc(S(=O)(=O)N3CCCCC3)cc2)cc1,-2,-6
CS(=O)(=O)Nc1ccc(C(=O)N2CCN(c3ccccc3F)CC2)cc1,5,5
Cc1noc(C)c1S(=O)(=O)NCCCN1CCN(Cc2ccccc2)CC1,10,8
CCOc1ccc(-c2nc(N)ncc2Oc2ccccc2Br)c(O)c1,6,9

# In the list so far, 16 contain two or more sulfur atoms:
SMILES,FXIIa single,FXIa single inh
CCn1c(SCC(=O)Nc2nc(C)c(C)s2)nc2cccnc21,6,0
O=S(=O)(Nc1ccccc1N1CCCCC1)c1ccc(Cl)s1,-4,-1
CCC(Sc1nc(C)cc(=O)[nH]1)C(=O)Nc1nc(-c2ccccc2)cs1 (stereo unspecified),2,15
Clc1c(CSc2nc3ccccc3o2)nc2sccn12,1,1
Cc1ccccc1CSc1nc2n(n1)C(c1cccs1)C1=C(CCCC1=O)N2 (stereo unspecified),6,-4
CC(C)(Sc1cc(C(C)(C)C)c(O)c(C(C)(C)C)c1)Sc1cc(C(C)(C)C)c(O)c(C(C)(C)C)c1,4,-2
COCCCNC(=S)NNC(=S)Nc1ccc(F)cc1F,4,3
COc1ccc(S(=O)(=O)NCCSc2ccccc2)cc1OC,9,5
O=S(=O)(N1CCCCCC1)N1CCN(S(=O)(=O)N2CCCCC2)CC1,0,-4
O=c1c2ccccc2sn1-c1cc(S(=O)(=O)N2CCOCC2)ccc1N1CCCC1,4,-7
COc1ccc(S(=O)(=O)N2Cc3ccccc3CC2C(=O)Nc2nccs2)cc1 (stereo unspecified),6,-11
O=C(NC1CCCC1)C(c1ccsc1)N(Cc1ccco1)C(=O)Cc1cccs1 (stereo unspecified),4,-6
O=C(CSc1cn(CCNC(=O)c2cccs2)c2ccccc12)NCc1ccccc1,2,5
CCc1nnc(NC(=O)c2cc3c(s2)CCCCC3)s1,14,-6
COc1ccccc1C1CC(c2cccs2)=Nc2ccccc2S1 (stereo unspecified),-6,20
COc1ccc(CCNc2nc(-c3sc(C)nc3C)cs2)cc1OC,7,1

# This is a subset. The share of hits here may be higher or lower than overall.
